Peg3 prom inh – reduces Peg3 promoter-driven luciferase expression in HeLa; HeLa PEG-Prom luciferase reporter, luminescence, overnight; inhibition, % at 20 µM; 1.7% of 360,000 active; AID 588405;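 active means inhibition of at least 50% at 20 µM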
HIF-2a block – blocks HIF-2a reporter activity. 786-0 RCC cells HIF-2a reporter, luciferase luminescence, overnight. AID 624352. inhibition, % at 18.8 µM. 0.72% of 360,000 active;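 active means inhibition of the luminescence signal of 40% or more relative to plate controls, in a single-dose primary screen at 18.75 µM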
NR2E3 ag-1 – NR2E3 (human) agonism; Q9Y5X4; GST-NR2E3/biotin-RetCOR TR-FRET, 1536-well; inhibition of corepressor binding, % at 4.78 µM; 0.12% of 320,000 active; AID 2300;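 active means percent inhibition above the cutoff of mean plus 3 SD of all tested compounds, set per screening campaign, cut at about 20% in these data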;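 further: 0% = DMSO wells and 100% = biotin wells as full block of FRET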
Target sequence (Q9Y5X4 whole entry, looked up): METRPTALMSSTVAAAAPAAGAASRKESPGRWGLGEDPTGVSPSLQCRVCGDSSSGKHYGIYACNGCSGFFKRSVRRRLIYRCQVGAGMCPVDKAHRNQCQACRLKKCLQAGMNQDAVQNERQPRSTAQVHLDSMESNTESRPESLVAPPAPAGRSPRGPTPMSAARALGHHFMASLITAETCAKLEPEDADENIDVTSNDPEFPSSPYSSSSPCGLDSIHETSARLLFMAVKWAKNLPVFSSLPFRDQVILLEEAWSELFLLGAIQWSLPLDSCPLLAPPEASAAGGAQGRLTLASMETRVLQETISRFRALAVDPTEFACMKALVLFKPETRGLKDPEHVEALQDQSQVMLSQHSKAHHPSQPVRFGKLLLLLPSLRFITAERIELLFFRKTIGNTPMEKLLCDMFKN
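Material: NR2E3–RetCOR corepressor complex / Amount: 1.35 nM GST-NR2E3 / Medium: Tris pH 7.5 / Compound: single nominal compound dose of 4.8 µM / Incubation: 5 h at 4 °C / Technique: TR-FRET, Eu(K)-anti-GST donor, streptavidin-D2 acceptor, ex 340, em 617/671 nm / Read-out basis: percent loss of FRET ratio relative to control wells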
CF NFkB block – cystic fibrosis NF-kB activation inhibition; KKLEB NF-kB-GFP reporter, PAF-induced, GFP fluorescence overnight; inhibition, % at 5 µM; 0.86% of 360,000 active; AID 588850;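 active means at least 50% inhibition at 5 µM, scaled per plate between neutral and stimulator controls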;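 further: PAF is a Pseudomonas aeruginosa culture filtrate used as stimulus; plate controls were PAF-stimulated DMSO wells for no effect and unstimulated DMSO wells for full effect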
hiPSC survival – enhancers of human iPSC single-cell survival. hiPSC single-cell survival, ATPlite luminescence; 100% = ROCK inhibitor wells, 0% = DMSO. 0.044% of 360,000 active. survival enhancement, % at 20 µM; in the data active means survival enhancement above about 18%;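 further: cells exposed to compounds for 16 hours before the ATP read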
LMP1 NFkB inh – reduces LMP1-driven NF-kappaB luciferase signal; LMP1-induced NF-kappaB luciferase reporter cells, luminescence; inhibition, % at 12.5 µM; 0.69% of 350,000 active; AID 504558; in the data active means inhibition above about 41%;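 further: 0% = neutral control wells and 100% = reference inhibitor control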
NR2E3 ag-2 – human photoreceptor-specific nuclear receptor agonism | Q9Y5X4 | CHO-S Gal4-NCOR/VP16-NR2E3 two-hybrid, luciferase | inhibition of corepressor binding, % at 3.98 µM | 0.35% of 360,000 active | AID 602229;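 active means inhibition above the mean of all tested compounds plus 3 SD, cut at about 70% in these data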;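 further: 0% = DMSO with NR2E3 transfected cells and 100% = cells lacking NR2E3 construct; higher means lower luciferase signal from less NR2E3 corepressor binding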
TRAIL sens C8 – sensitizes caspase-8 expressing cells to TRAIL. NB7+C8 cells + TRAIL, ATPlite viability luminescence. inhibition (viability loss, TRAIL sensitization), % at 10 µM. 1% of 360,000 active;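 active means compounds causing at least 50% loss of cell viability in the single-dose screen, relative to plate controls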
Shn3 inh set2 – inhibitors of Schnurri-3 3'UTR reporter in osteoblasts; Clone20 osteoblast Shn3 3'UTR firefly luciferase, 24 h; inhibition, % at 12.5 µM; 0.52% of 360,000 active; AID 588674;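 active means mean inhibition of at least 75% with every replicate also reaching 75%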;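 further: 0% = median of neutral control wells and 100% = pilot-screen positive control compound; some compounds past the cut are filed as inactive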
KKLEB cytotox – reduces viability of KKLEB cystic fibrosis airway cells; AID 602141; 0.36% of 360,000 active; KKLEB CF airway cells viability, ATPlite luminescence, overnight; active compounds read low; cells stimulated with P. aeruginosa culture filtrate; activity change (cytotoxicity), % at 5 µM;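 active means corrected activity change at or below -50% at 5 µM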
TRPM1 prom inh – inhibitors of MITF-driven TRPM1 promoter in melanoma cells. SK-MEL-5 TRPM1 promoter luciferase, 24 h. inhibition, % at 12.5 µM. 0.83% of 330,000 active;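 active means mean inhibition across replicates of 60% or more, whatever share of single replicates reaches that level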; further: values of inactives mirror those of a sister screen read the other way
Numbers without * were called inactive; nt = not tested or not shown.

The line under a structure holds: LMP1 NFkB inh	Peg3 prom inh	Shn3 inh set2	HIF-2a block	NR2E3 ag-2	TRPM1 prom inh	CF NFkB block	NR2E3 ag-1	TRAIL sens C8	KKLEB cytotox	hiPSC survival
#1 CCOC(=O)c1c(C)c(C)n(Cc2cccc(OC)c2OC)c1C
    18	9	0	12	-21	-1	4	0	8	9	-1.2
#2 O=C1CSC(c2cccnc2)N1Cc1ccc(Cl)cc1Cl (stereo unspecified)
    3	18	9	17	-9	6	1	4	-5	-2	1.5
#3 COc1ccc(Cl)cc1C(=O)Nc1ccc(S(=O)(=O)N2CCCC2)cc1
    -14	18	-9	0	-24	-8	-5	4	-2	-28	-1.6
#4 COc1ccc(C)cc1NC(=O)NNC(=O)C(C)Oc1ccc([N+](=O)[O-])cc1 (stereo unspecified)
    3	7	10	10	-4	16	-20	0	2	-2	-0.5
#5 Clc1cccc(-c2cc3nc4c(c(NCc5ccco5)n3n2)CCCC4)c1
    -37	-308	18	-362	-170	-52	-14	2	25	-20	-0.5
#6 O=C(Nc1ccccc1OC(F)F)c1ccc(N2CCCC2=O)cc1
    -3	-36	0	-63	-30	nt	-7	nt	4	16	-2.1
#7 COC(=O)C1CSC(C(=O)OC)N1C(=O)CN1CCN(c2ccc(OC)cc2)CC1 (stereo unspecified)
    -3	1	6	4	-8	-6	19	-2	-3	-8	1.0
#8 CCn1c(/C=N/n2cnnc2)nc2ccccc21
    -5	-1	-11	13	-12	0	-3	-3	-10	-6	2.8
#9 C[C@@]12C(=O)N(CC3CC3)CC(=O)N1[C@H](/C=C/c1ccccc1)[C@@H]1C(=O)N(c3ccccc3)C(=O)[C@@H]12
    -4	-1	-15	2	-11	-12	-11	4	19	-5	-1.7
#10 CCOC(=O)c1ccc(NC(=O)CCc2ccc(C)o2)cc1
    1	-18	-7	-22	23	2	19	0	18	-4	-1.0
#11 CC(C)(C)c1ccc(OCc2cnc(Cl)s2)cc1
    -19	-137	-46	-180	22	-71	-2	-2	1	-10	4.8
#12 O=C1N=C(N2CCOCC2)S/C1=C/c1ccc(-c2ccccc2Cl)o1
    0	49	8	-22	5	-27	-12	2	12	-14	-1.3
#13 C=CCOc1ccccc1CNc1ccc2[nH]c(=O)[nH]c2c1
    5	5	32	10	-22	17	-4	0	-4	-6	5.3
#14 COc1ccc(C(=O)NNC(=O)CCc2ccccc2OC)cc1
    -4	14	-13	7	-35	-9	4	0	6	1	-0.1
#15 O=S(=O)(c1cccc(S(=O)(=O)N2CCCC2)c1)N1CCCCC1
    -9	6	-4	1	-16	1	2	5	-13	-1	-0.5

Structures listed so far that contain a furan ring, fused or not, in the order listed:
The line under a structure holds: LMP1 NFkB inh	Peg3 prom inh	Shn3 inh set2	HIF-2a block	NR2E3 ag-2	TRPM1 prom inh	CF NFkB block	NR2E3 ag-1	TRAIL sens C8	KKLEB cytotox	hiPSC survival
#5 Clc1cccc(-c2cc3nc4c(c(NCc5ccco5)n3n2)CCCC4)c1
    -37	-308	18	-362	-170	-52	-14	2	25	-20	-0.5
#10 CCOC(=O)c1ccc(NC(=O)CCc2ccc(C)o2)cc1
    1	-18	-7	-22	23	2	19	0	18	-4	-1.0
#12 O=C1N=C(N2CCOCC2)S/C1=C/c1ccc(-c2ccccc2Cl)o1
    0	49	8	-22	5	-27	-12	2	12	-14	-1.3

Further compounds follow.
The line under a structure holds: LMP1 NFkB inh	Peg3 prom inh	Shn3 inh set2	HIF-2a block	NR2E3 ag-2	TRPM1 prom inh	CF NFkB block	NR2E3 ag-1	TRAIL sens C8	KKLEB cytotox	hiPSC survival
#16 C/C(CC(=O)Nc1ccccn1)=N\NC(=O)C(=O)Nc1cccc(C)c1
    2	1	5	-3	-20	-6	1	-1	8	-5	-1.3
#17 COc1cccc(CNC(=O)c2ccc3c(c2)S(=O)(=O)N=C2CCCCCN23)c1
    1	2	6	10	-7	-6	3	-1	-6	-2	-0.5
#18 CC(NC(=O)COC(=O)C1CSC2(C)CCC(=O)N12)C12CC3CC(CC(C3)C1)C2 (stereo unspecified)
    5	8	-3	15	4	2	-4	1	-9	-9	2.2
#19 COc1ccc(/C=N/N=C2\SC(CC(=O)O)C(=O)N2c2ccccc2)c(OC)c1 (stereo unspecified)
    5	-2	3	3	-1	13	6	-3	-1	18	-0.5
#20 [O-]/C(=C(\C(=S)Nc1ccc(SC(F)F)cc1)[n+]1cccc(CO)c1)c1ccc(Cl)s1
    -6	-30	-6	-167	-17	0	-6	-1	-23	-6	1.0
#21 O=C(O)C(=O)Cc1c[nH]c2ccccc12
    -10	-36	-4	-23	-47	13	9	0	-16	-5	-0.4
#22 O=C(Nc1nnc(CSCc2ccc(F)cc2)s1)c1cccc([N+](=O)[O-])c1
    1	11	-1	-32	4	9	18	-2	9	-4	-0.9
#23 CC(=O)N1CCN(C(=O)c2cccc(S(=O)(=O)N3c4ccccc4CC3C)c2)CC1 (stereo unspecified)
    -6	-3	-19	7	20	1	11	nt	-5	-2	3.0
#24 Oc1ccc(-c2nnc(-c3ccc(O)cc3)nn2)cc1
    -38	-302	-103	-311	-166	-55	-18	-2	64*	-4	-2.7
#25 CCC(Oc1ccccc1OC)C(=O)N1CC(=O)Nc2ccccc21 (stereo unspecified)
    -8	21	5	11	-21	-2	8	3	5	10	-0.7
#26 CC(=O)N/C(=C\c1ccccc1)C(=O)OC(C)C(=O)c1ccccc1 (stereo unspecified)
    2	-3	-12	1	14	-3	-7	3	-26	0	-0.5
#27 Cc1cc(NC(=O)CSc2nc(C(C)C)nc3c2c(=O)n(C)c(=O)n3C)no1
    2	32	37	8	-6	4	-1	3	20	20	1.9
#28 CN(CC(=O)NC1CCCc2ccccc21)C1CCCCC1 (stereo unspecified)
    1	4	7	4	2	0	-3	-1	2	-5	-1.5
#29 Nc1nc2n(n1)C(c1ccc(Cl)cc1)CC(c1ccc(F)cc1)N2 (stereo unspecified)
    -1	-6	-5	3	-11	2	4	-1	-26	10	0.1
#30 COc1ccccc1CNC(=O)[C@H](C)NC(=O)C1CCN(C(=O)[C@@H](N)CCSC)CC1
    6	-3	-8	8	-20	-1	-7	1	3	-18	0.0

Some of the entries above, reformatted.
1) CCOC(=O)c1c(C)c(C)n(Cc2cccc(OC)c2OC)c1C
  LMP1 NFkB inh: 18 | Peg3 prom inh: 9 | Shn3 inh set2: 0 | HIF-2a block: 12 | NR2E3 ag-2: -21 | TRPM1 prom inh: -1 | CF NFkB block: 4 | NR2E3 ag-1: 0 | TRAIL sens C8: 8 | KKLEB cytotox: 9 | hiPSC survival: -1.2
2) O=C1CSC(c2cccnc2)N1Cc1ccc(Cl)cc1Cl (stereo unspecified)
  LMP1 NFkB inh: 3 | Peg3 prom inh: 18 | Shn3 inh set2: 9 | HIF-2a block: 17 | NR2E3 ag-2: -9 | TRPM1 prom inh: 6 | CF NFkB block: 1 | NR2E3 ag-1: 4 | TRAIL sens C8: -5 | KKLEB cytotox: -2 | hiPSC survival: 1.5
3) COc1ccc(Cl)cc1C(=O)Nc1ccc(S(=O)(=O)N2CCCC2)cc1
  LMP1 NFkB inh: -14 | Peg3 prom inh: 18 | Shn3 inh set2: -9 | HIF-2a block: 0 | NR2E3 ag-2: -24 | TRPM1 prom inh: -8 | CF NFkB block: -5 | NR2E3 ag-1: 4 | TRAIL sens C8: -2 | KKLEB cytotox: -28 | hiPSC survival: -1.6
4) COc1ccc(C)cc1NC(=O)NNC(=O)C(C)Oc1ccc([N+](=O)[O-])cc1 (stereo unspecified)
  LMP1 NFkB inh: 3 | Peg3 prom inh: 7 | Shn3 inh set2: 10 | HIF-2a block: 10 | NR2E3 ag-2: -4 | TRPM1 prom inh: 16 | CF NFkB block: -20 | NR2E3 ag-1: 0 | TRAIL sens C8: 2 | KKLEB cytotox: -2 | hiPSC survival: -0.5

More structures
The line under a structure holds: LMP1 NFkB inh	Peg3 prom inh	Shn3 inh set2	HIF-2a block	NR2E3 ag-2	TRPM1 prom inh	CF NFkB block	NR2E3 ag-1	TRAIL sens C8	KKLEB cytotox	hiPSC survival
#31 O=C(O)/C(=C\c1ccccc1)c1ccccc1
    -2	2	3	10	9	-7	2	1	9	9	-0.5
#32 Cc1cccc(C)c1NC(=O)Cn1nc(C)n2cccc2c1=O
    -6	2	-8	6	-11	-3	-13	0	0	5	-0.3
#33 O=C(NC1(C(F)(F)F)C(=O)Nc2c1c(=O)[nH]c(=O)n2Cc1ccccc1)c1ccco1 (stereo unspecified)
    1	5	-8	17	10	-3	1	-2	-6	8	-0.9
#34 Cc1ccccc1C(=O)Nc1ccc(S(=O)(=O)N2CCN(C)CC2)cc1
    3	-4	6	9	0	2	-9	-1	-5	9	1.5
#35 Fc1cccc(CSc2ccc(-c3ccc4c(c3)OCO4)nn2)c1
    -19	-160	-6	-162	-85	-37	-23	-3	8	-2	-0.9
#36 O=c1cc(-c2ccccc2)oc2ccc(Cl)cc12
    -15	-281	-18	-270	-110	-49	-60	nt	25	-2	-1.4
#37 C/C(N)=C(/C#N)C(=O)COc1ccc(Cl)cc1Cl
    -14	-109	-40	-166	-32	-34	-5	-2	4	-4	-1.2
#38 O=C(c1cc2nc(-c3ccccc3)cc(C(F)(F)F)n2n1)N1CCCC1
    2	-31	9	-19	4	-12	16	nt	15	-7	-0.3
#39 COC(=O)c1cc2occc2n1Cc1nc(-c2ccccc2C)oc1C
    -5	8	15	-3	-32	-7	18	2	5	-3	-1.0
#40 CC(C)CC(NC(N)=O)C(=O)NCCc1ccc(Cl)cc1Cl (stereo unspecified)
    -5	9	-18	13	-4	-3	-15	-3	-5	3	-0.7
#41 COc1ccc(OC2C(=O)N(c3ccc(F)cc3)C2c2ccc(OC)c(OC)c2)cc1 (stereo unspecified)
    6	24	4	18	-28	8	4	1	-5	4	1.7

Compound activity as filed in PubChem BioAssay.

An excerpt; the hit share may differ from the screen's.
